# K1F lysis inhibition: inhibition of K1F phage lysis, E. coli UTI89, bacterial capsule biogenesis inhibitors, alamar blue (AID 488966). inhibition, % at 100 µM, or IC50 in µM where a hit was titrated. hit rate 0.02% among 340,000. E. coli UTI89 K1F phage lysis, alamar blue, 2 h; higher % means a stronger effect;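 active means phage lysis inhibition, versus mean bacterial control, above a set limit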;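 further: capsule biogenesis inhibitors block K1F phage lysis so surviving cells raise fluorescence; higher fluorescence means more inhibition of phage lysis; actives were called in the ten point dose series up to 300 µM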
# Active calls of the source: *; i = inactive; & = joins results of further samples; [ ] = remark or other dose.
Molecule	K1F lysis inhibition
CC(C(=O)NCc1ccc(F)cc1)n1ccc2cc(S(=O)(=O)N3CCCC3)ccc21 (stereo not given)	0.4%
O=C(O)c1ccccc1NC(=O)c1cc(-c2ccccc2)nc2ccccc12	-0.2%
CC(=O)Nc1sc(C)c(C)c1C(=O)OCC(=O)NCc1ccccc1	0.7%[50 µM]
COCCN(C(=O)CCN1C(=O)C2CC=CCC2C1=O)c1c(N)n(CC(C)C)c(=O)[nH]c1=O (stereo not given)	1.1%[50 µM]
CC[N+](C)(CC)CCOC(=O)C1c2ccccc2Oc2ccccc21	4.1%
O=S(=O)(c1ccc(-c2ccno2)s1)N1CCCCC1	0.0%
N=c1oc2ccc([N+](=O)[O-])cc2cc1C(=O)NCc1ccccc1	1.1%
Cc1ccc(S(=O)(=O)N2CCC(C(=O)OCC(=O)NCCc3ccccc3)CC2)cc1C	-0.1%[50 µM]
CC1(C)OC2OC3C(CNCCO)OC(c4ccccc4)OC3C2O1 (stereo not given)	-3.1%
O=S(=O)(NCCN1CCOCC1)c1ccc(Cl)c(Cl)c1	0.1%
N#CCC(=O)N/N=C/c1cc(Br)ccc1OCc1cccc2ccccc12	0.3%
COc1cc(Cl)ccc1OCc1cc(C(=O)N(C)Cc2cccc3cnccc23)no1	0.0%
CCN(C(=O)CN1C(=O)/C(=C/c2ccc(F)cc2)SC1=S)C1CCS(=O)(=O)C1 (stereo not given)	0.4%
CCOCCCn1c(SCC(=O)Nc2cc(OC)ccc2OC)nc2ccccc2c1=O	-0.6%
COc1ccc(Br)cc1C1CC(=O)C(C)C(c2cc(Br)ccc2OC)N1 (stereo not given)	0.3%
Cc1csc(=O)n1CC(=O)OCC(=O)NCc1ccc(F)cc1	1.2%[50 µM]
Cc1ccc(NC(=O)CCNS(=O)(=O)c2ccc3c(c2)CCC(=O)N3)cc1F	-0.2%
CCOCCCN(C(=O)c1snc(C(N)=O)c1N)C(C(=O)NC(C)(C)C)c1ccc(Cl)cc1 (stereo not given)	0.2%
COC(=O)C1=C2c3[nH]c4ccccc4c3CCN2C(=O)CC1	0.3%
O=C(O)CSc1nnc(-c2ccc(Cl)cc2Cl)n1-c1ccc(Cl)cc1	0.3%
O=c1c2ccccc2oc2ccc(NCCCN3CCOCC3)cc12	2.2%
CCN1C(=O)[C@H]2[C@@H](c3ccc(-c4ccccc4)cc3)N3CCCC[C@@]3(C(=O)OC)[C@H]2C1=O	1.4%
CCCCCCC(=O)O	0.6%
O=C(Nc1ccc(N2CCCCC2)cc1)C1CCCN1S(=O)(=O)c1ccc(F)cc1 (stereo not given)	0.3%[50 µM]
COc1cccc(N=Nc2ccc3ccccc3c2O)c1	0.3%
CCOc1ccc(N(CC(=O)NC(C)C)C(=O)CCC(=O)Nc2ccccn2)cc1	-0.1%
Cc1ccsc1CN(C)C(=O)C1CCC(=O)N(CCc2cccc(F)c2)C1 (stereo not given)	-0.1%
CCOc1ccc(C2=CSC3=NCCN23)cc1[N+](=O)[O-]	-0.1%
O=C(NS(=O)(=O)Nc1ccc(Br)cn1)c1c[nH]c2ccccc12	0.2%
COc1cccc(CNCc2ccc(OC)cc2OC)c1	0.2%

# Compounds shown so far with bromine (three):
Molecule	K1F lysis inhibition
N#CCC(=O)N/N=C/c1cc(Br)ccc1OCc1cccc2ccccc12	0.3%
COc1ccc(Br)cc1C1CC(=O)C(C)C(c2cc(Br)ccc2OC)N1 (stereo not given)	0.3%
O=C(NS(=O)(=O)Nc1ccc(Br)cn1)c1c[nH]c2ccccc12	0.2%

# (continued)
Molecule	K1F lysis inhibition
CCN(c1ccccc1)S(=O)(=O)c1ccc(C(=O)NCCCN2CCOCC2)cc1	1.7%[50 µM]
Cc1ccc(C)c(OCc2cc(C(=O)N3CCN(c4ccccc4C)CC3C)no2)c1 (stereo not given)	0.5%
C=CCn1c(SCC(=O)Nc2cc(C)on2)nnc1-c1ccccc1F	0.6%
COc1ccc(OC)c(CNS(=O)(=O)c2cn(C)cn2)c1	6.7%
CCC(=O)N(c1nnc(SCC(=O)Nc2ccccc2Cl)s1)C1CC1	1.0%[50 µM]
Cc1cc(C)c(OCCN2CCOCC2)c(Cl)c1	i
CC(=O)Nc1cccc(-c2nc3ccccc3o2)c1	0.5%
CCCCCN(C(=O)COC(=O)COc1c(C)cc(C)cc1C)c1c(N)n(CCCC)c(=O)[nH]c1=O	3.3%[50 µM]
COc1ccc(S(=O)(=O)N2CCN(C(=O)c3oc4ccccc4c3C)CC2)cc1	1.0%[50 µM]
CC1C(=O)N2CCCc3cc(NC(=O)c4ccccc4C(F)(F)F)cc1c32 (stereo not given)	0.1%[50 µM]
CSc1ncccc1C(=O)N1CCCC(Nc2ccc(C)c(C)c2)C1 (stereo not given)	0.0%
COc1ccc(CCN2CC(C(=O)OCC(=O)N(C)CC(=O)Nc3ccccc3Cl)CC2=O)cc1OC (stereo not given)	1.0%[50 µM]
Cc1cc(N2CCN(C)CC2)nc2ccc(NC(=O)CCC(=O)NCCCOC(C)C)cc12	-0.1%
O=C(N[C@@H](Cc1ccccc1)C(=O)N1CCC2(CC1)NCCc1[nH]cnc12)c1cccc(F)c1	0.3%
Cc1ccccc1C1CC(=O)Oc2cc(O)ccc21 (stereo not given)	0.7%
COc1cc(NC(=O)CN2C(=O)c3ccccc3S2(=O)=O)cc(OC)c1	0.2%[50 µM]
O=C(NCC1CCCN(C(=O)Cc2ccccc2Cl)C1)c1ccc(F)cc1 (stereo not given)	0.3%
Cc1ccc(-n2c(C)cc(C=C3C(=O)N(C)C(=O)N(C)C3=O)c2C)cc1	-0.3%
COC(=O)[C@H]1[C@H]2C[C@H]3c4[nH]c5ccccc5c4CCN3C[C@@H]2CC[C@@H]1O	1.4%&-0.4%
O=C(O)c1cc(S(=O)(=O)N2CCCCC2)ccc1N1CCCCC1	0.2%[50 µM]
COc1ccc(Cl)cc1C(=O)NNC(=O)COC(=O)c1ccc(Br)o1	1.5%
CCN1CCN(c2ccc(S(=O)(=O)N3CCOCC3)cc2NC(=O)/C=C/c2cccc(OC)c2OC)CC1	1.4%[50 µM]
CCCN1CCN(C(=O)Cn2cnc3sc(C)c(S(=O)(=O)N4CCC(C)CC4)c3c2=O)CC1	0.5%
O=C(C1CCN(c2nnc(-n3cccc3)s2)CC1)N1CCCCC1	0.0%
Cc1ccc(C2(C)NC(=O)N(CC(=O)Nc3ccc(N4CCOCC4)cc3N3CCOCC3)C2=O)cc1 (stereo not given)	-1.3%
CC(C)(C)OC(=O)NCCCCCNC(=O)c1[nH]cnc1C(=O)Nc1nccs1	0.6%
COc1ccsc1NC(=O)OCc1ccc(Cl)cc1	0.1%
CCOn1c(=O)c(-c2ccc(F)cc2)[n+]([O-])c2ccccc21	1.7%[50 µM]
Cc1nn(-c2ccc(N3CCCCC3)nn2)c(C)c1CCC(=O)Nc1cccc(F)c1	0.1%
Cc1cccc(NC(=O)CN2CCN(C(=O)C3CCN(C(=O)/C=C/c4ccccc4)CC3)CC2)c1C	0.4%[50 µM]
COc1ccc(S(=O)(=O)N2CCCCCC2)cc1C(=O)NCc1ccco1	-3.1%
CC(=O)Nc1ccc(S(=O)(=O)N(C)CC(=O)NCCC2=CCCCC2)cc1	0.0%
O=C(N/N=C/c1cc(Br)c(O)c(Br)c1O)c1cccnc1	0.1%
CCc1ccc(N(C(=O)CCC(=O)Nc2cc(C)on2)C(C(=O)NC(C)(C)C)c2ccc(OC)cc2)cc1 (stereo not given)	0.1%
COc1ccc(NC(=O)COC(=O)C2CCC2)cc1Cl	0.0%
CCN(CC)CCOc1nnc(-c2ccc(OC)cc2)c2ccccc12	-0.8%[50 µM]
CS(=O)(=O)N1Cc2ccccc2CC1C(=O)OCC(=O)NCCc1ccc(S(N)(=O)=O)cc1 (stereo not given)	1.6%
CCOC(=O)[C@@H]1[C@H]2COc3cc(OC)ccc3[C@H]2N2C(=O)N(c3ccc(C)cc3)C(=O)[C@@]12C	2.9%
COc1cccc(C2NC(=O)CCC2[N+](=O)[O-])c1OC (stereo not given)	1.1%[50 µM]
COc1ccc(Nc2nc(N3CCOCC3)nc(N3CCOCC3)n2)cc1	0.5%
CCN(C(=O)C1CCN(c2nc(-c3ccc(OC)cc3)no2)CC1)c1ccc(OC)cc1	3.9%
CCN(CC)CCCCCCCCOC(=O)c1cc(OC)c(OC)c(OC)c1	3.7%
CCC(C(=O)NCc1ccc(F)cc1)N(Cc1cccs1)C(=O)c1snc(C(N)=O)c1N (stereo not given)	-0.2%
c1cc(SSc2ccncc2)ccn1	0.3%
CC1CCCC(C)N1C(=O)CCN1C(=O)C2C3C=CC(C3)C2C1=O (stereo not given)	0.0%
COC(=O)COc1ccc(S(=O)(=O)N2CCCCCC2)cc1C	0.0%
Cc1c(C(=O)N2CCN(CCc3ccccn3)CC2)oc2ccc(F)cc12	0.3%
N#Cc1cccc(C(=O)OCc2cccc(S(=O)(=O)N3CCOCC3)c2)c1	1.6%[50 µM]
O=C(NCc1ccccc1Cl)c1ccc(CS(=O)Cc2ccc(Cl)cc2)o1 (stereo not given)	0.3%
COc1ccc(C(=O)N/N=C(/C)c2cccc(NC(=O)c3ccccc3F)c2)cc1	-0.2%
O=C(NCC(c1ccco1)N1CCc2ccccc2C1)c1cccc(F)c1 (stereo not given)	0.2%[50 µM]
Cc1c(OCC(=O)N2C[C@H]3C[C@@H](C2)c2cccc(=O)n2C3)ccc2c3c(c(=O)oc12)CCCC3	0.8%
CCS(=O)(=O)c1ccc(C=NNc2nc3ccccc3o2)cc1	-3.5%
CCOC(=O)C1CCN(Cc2cc(=O)oc3cc(C)ccc23)CC1	0.0%
COc1ccc(OC)c(/C=C/C(=O)OCC(=O)NC2CCCCCCC2)c1	0.2%[50 µM]
COc1ccccc1N(CC(O)CN1C(C)CCCC1C)S(=O)(=O)c1ccccc1 (stereo not given)	1.4%
COc1ccc(OC)c(-c2csc(NC(=O)CSCC(=O)Nc3cc(C)on3)n2)c1	0.3%[50 µM]
CCN(Cc1ccccc1)C(=O)COC(=O)[C@@H]1CCCN1C(=O)c1cccs1	-0.3%
Cc1ccc(C2(C(=O)N3CCC(n4nc(-c5ccccc5)oc4=O)CC3)CC2)cc1	0.2%
O=C(Cc1ccccc1)NCC(=O)N1CCCC1	0.5%

# Next part.
Molecule	K1F lysis inhibition
CN1C(=O)CC(=O)N(C)c2cc(S(=O)(=O)N(C)Cc3ccccc3)ccc21	-1.5%
O=C1NC(=S)NC1=Cc1ccc(Cl)cc1Cl	-1.4%
Cc1cc(Nc2cccc(Cl)c2)c2ccccc2n1	0.7%
COc1ccc(Cl)cc1S(=O)(=O)n1c([N+](=O)[O-])cnc1C	-1.6%
O=C(N[C@H]1C/C=C\C[C@H](CC(=O)N(CCO)Cc2ccccc2)C(=O)NC[C@H](c2ccccc2)OC1=O)OCC1c2ccccc2-c2ccccc21	0.3%
O=C(CC(=O)NCc1ccc(Cl)cc1)NCc1ccc(Cl)cc1	0.1%
C[C@H](CO)N1C[C@H](C)[C@@H](CN(C)C(=O)Nc2ccc3c(c2)OCO3)Oc2c(cccc2N(C)C)C1=O	0.1%
Cc1cccn2c(=O)c3cc(C(=O)NC4CCCCC4)c(=N)n(Cc4ccccc4)c3nc12	0.3%[50 µM]
COc1ccccc1-c1cc(-c2ccccc2)nc(SCC(=O)O)c1C#N	-3.1%
Cc1oc2cc(Br)c(O)c(Br)c2c1-c1ccccc1	-1.4%[50 µM]
COC(=O)c1ccc(COc2cc(C)ccc2C)o1	0.2%
O=C1C=CC(=O)N1c1ccccc1N1C(=O)C=CC1=O	-4.4%
COc1ccc(NC(=O)CCC(=O)c2cc(C)sc2C)cc1	0.6%[50 µM]
C/C(=N\NC(=O)c1nnn(-c2nonc2N)c1CN1CCC(C)CC1)c1cccc(Br)c1	0.2%
Cc1ccc(OCC(=O)Nc2ccc(S(=O)(=O)N(C)C3CCN(C)CC3)cc2)c(C)c1	-0.1%
Cc1cccc(N2CCN(C(=O)COCc3cc(-c4ccc5c(c4)OCO5)on3)CC2)c1C	0.0%
CN1C/C(=C/c2ccncc2)C(=O)/C(=C/c2ccncc2)C1	-0.4%
COc1ccc(S(=O)(=O)N2CCOCC2)cc1C(=O)N1CCCCCC1	2.3%[50 µM]
CCOC(=O)C1CCN(C(=O)C2CCN(c3nnc(-n4cccc4)s3)CC2)CC1	0.3%
N#Cc1ccccc1COc1cccc2c1CCCC2O (stereo not given)	0.1%
COc1cc(OC)c(NC(=O)Cc2ccc(OC)c(S(=O)(=O)N3CCOCC3)c2)cc1Cl	0.0%
O=C(O)CCN1CCN(S(=O)(=O)c2ccc3ccccc3c2)CC1	0.8%
CC(C)C(=O)Nc1ccc(C(=O)CSc2nnc(C3CC3)n2C2CC2)cc1	0.8%[50 µM]
O=C(NCCCN=C1NS(=O)(=O)c2ccccc21)c1ccc(Cl)cc1	0.2%
Cc1csc(SCC(=O)Nc2ccc(C)c(F)c2)n1	1.3%[50 µM]

# Sorted by formula weight (lowest first): part of the list above
Molecule	K1F lysis inhibition
N#Cc1ccccc1COc1cccc2c1CCCC2O (stereo not given)	0.1%
CN1C/C(=C/c2ccncc2)C(=O)/C(=C/c2ccncc2)C1	-0.4%
Cc1csc(SCC(=O)Nc2ccc(C)c(F)c2)n1	1.3%[50 µM]
O=C(NCCCN=C1NS(=O)(=O)c2ccccc21)c1ccc(Cl)cc1	0.2%
CCOC(=O)C1CCN(C(=O)C2CCN(c3nnc(-n4cccc4)s3)CC2)CC1	0.3%
Cc1cccc(N2CCN(C(=O)COCc3cc(-c4ccc5c(c4)OCO5)on3)CC2)c1C	0.0%

# A portion of the library; the hit share may differ from the screen's.
